# Screening data (PubChem BioAssay)
# PG9 Ab binder = PG9 antibody binding by small molecule | TR-FRET gp120-PG9 antibody binding | inhibition, % at 6.7 µM | hit rate 0.43% among 360,000 | AID 624416; in the data active = inhibition above about 8.5%
# NR1D1 modulator = modulates human Rev-erb alpha binding to DNA | P20393 | Rev-erbα–FITC-DNA binding, fluorescence polarization, 90 min | activity, % at 10 µM | hit rate 0.79% among 370,000 | AID 1259318;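 active = activity above about 14%, limit read from the data; passing the limit was not always enough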;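 note: 0% = DMSO wells with 35 nM protein and 100% = DMSO wells with 750 nM protein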
# HTRA1 inh = HTRA1 (human) protease inhibition. Q92743. recombinant HTRA1, FP-rhodamine activity-based probe, fluorescence polarization. inhibition, % at 5.96 µM. hit rate 0.5% among 340,000. AID 504803; in the data active = inhibition above about 36%;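 note: 0% = enzyme with DMSO and 100% = wells lacking enzyme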
# Target sequence (Q92743 whole entry, looked up): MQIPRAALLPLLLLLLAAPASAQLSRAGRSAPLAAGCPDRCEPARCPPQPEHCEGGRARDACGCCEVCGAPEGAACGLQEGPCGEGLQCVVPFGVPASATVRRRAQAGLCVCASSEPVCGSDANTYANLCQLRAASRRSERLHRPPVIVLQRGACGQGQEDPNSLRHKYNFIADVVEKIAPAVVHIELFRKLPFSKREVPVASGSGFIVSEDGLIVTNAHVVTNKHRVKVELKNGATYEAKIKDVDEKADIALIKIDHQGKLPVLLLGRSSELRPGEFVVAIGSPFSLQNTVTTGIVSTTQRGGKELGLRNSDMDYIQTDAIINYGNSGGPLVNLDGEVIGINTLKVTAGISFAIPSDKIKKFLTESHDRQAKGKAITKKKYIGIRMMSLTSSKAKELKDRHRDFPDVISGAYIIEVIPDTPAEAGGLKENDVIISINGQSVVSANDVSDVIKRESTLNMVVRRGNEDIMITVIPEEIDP
# SMARCA2 act = increases SMARCA2 function in MMTV reporter cells. MG213 cells, MMTV-luciferase reporter, dexamethasone, overnight. hit rate 1% among 370,000. activation, % at 9.1 µM. AID 652017; in the data active = activation above about 7.8%;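 note: 0% = vehicle wells and 100% = reference activator wells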
# GC-A act = GC-A (human) enzyme activation; hit rate 0.14% among 370,000; activation, % at 10 µM; HEK293 GC-A cells, cGMP TR-FRET, EC30 ANP; 0% at EC30 ANP, 100% saturating ANP; P16066; AID 1671463; in the data active = activation above about 40%
# GC-B act = GC-B (human) receptor activation. AID 1920062. activation, % at 10 µM. hit rate 0.11% among 370,000. HEK293-GC-B cells, CNP EC30, cGMP TR-FRET; 0% at EC30 CNP, 100% saturating CNP;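 active = activation at 10 µM reaching about 35% in either raw or pattern-adjusted values, limit read from the data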
# ARFGAP1 inhibitor = rat ARFGAP1 inhibition; Q62848; Arfgap1-stimulated ARF1 GTP hydrolysis, GDP FP detection; inhibition, % at 16.5 µM; hit rate 0.26% among 360,000; AID 651572;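 active = inhibition above a per-plate limit, mean inhibition of low control wells plus 3 SD, cut at about 25% in these data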;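 note: 0% = DMSO wells with enzyme and 100% = wells lacking Arfgap1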
# Target sequence (Q62848 1-136 limits assumed): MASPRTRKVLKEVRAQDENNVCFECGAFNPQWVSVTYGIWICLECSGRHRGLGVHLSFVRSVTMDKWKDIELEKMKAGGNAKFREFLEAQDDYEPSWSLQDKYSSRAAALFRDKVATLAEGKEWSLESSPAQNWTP
#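 Replicates: Single well per compound | Assay system: Truncated rat Arfgap1 GAP domain | Control set: No-Arfgap1 wells (100%) versus DMSO full-reaction wells (0%) | Times: Enzyme reaction 120 min at 25 °C after 20 min preincubation | Reagent: Human ARF1(Δ1-17)-GTP substrate | Measured by: Tracer-displacement fluorescence polarization with EDTA stop, 620/688 nm | Measure: Percent inhibition of Arfgap1-stimulated GTP hydrolysis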
# rCAG RNA binder = binds r(CAG) RNA repeats | r(CAG) RNA repeat, TO-PRO-1 dye displacement fluorescence | inhibition, % at 3 µM | hit rate 1.3% among 370,000 | AID 651821;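 active = inhibition above the plate cutoff, the mean of all test compounds on that plate plus 3 SD, cut at about 35% in these data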;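 note: 0% = DMSO alone and 100% = 100 µM mitoxantrone as full dye displacement; higher means more dye released from RNA so lower well fluorescence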
# ABHD4 inh = ABHD4 (mouse) inhibition, primary FP screen; inhibition, % at 8.92 µM; hit rate 0.54% among 370,000; purified mABHD4, FP-Rh probe fluorescence polarization;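 active = inhibition exceeding the mean over every tested compound plus 3 SD, cut at about 30% in these data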;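 note: 0% = plate median of compound wells and 100% = S159A mutant with DMSO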
#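 Assay system: mABHD4 protein; medium: HEPES pH 7.0, NaCl, Pluronic buffer; dosing: 8.92 µM, single dose; schedule: 45 min + 60 min at 25 °C; signal: FP readout, ex 525 nm / em 598 nm; read-out: normalized percent inhibition of probe labeling; repeats: single replicate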
# ASAP1 GAP inh = inhibitors of human ASAP1 ArfGAP activity. hit rate 0.19% among 360,000. AID 624377. ASAP1-stimulated ARF1 GTP hydrolysis, GDP FP detection. inhibition, % at 16.5 µM. Q9ULH1; in the data active = inhibition above about 25%;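 note: 0% = vehicle with enzyme and substrate and 100% = no enzyme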
# Target sequence (Q9ULH1 325-724 limits assumed): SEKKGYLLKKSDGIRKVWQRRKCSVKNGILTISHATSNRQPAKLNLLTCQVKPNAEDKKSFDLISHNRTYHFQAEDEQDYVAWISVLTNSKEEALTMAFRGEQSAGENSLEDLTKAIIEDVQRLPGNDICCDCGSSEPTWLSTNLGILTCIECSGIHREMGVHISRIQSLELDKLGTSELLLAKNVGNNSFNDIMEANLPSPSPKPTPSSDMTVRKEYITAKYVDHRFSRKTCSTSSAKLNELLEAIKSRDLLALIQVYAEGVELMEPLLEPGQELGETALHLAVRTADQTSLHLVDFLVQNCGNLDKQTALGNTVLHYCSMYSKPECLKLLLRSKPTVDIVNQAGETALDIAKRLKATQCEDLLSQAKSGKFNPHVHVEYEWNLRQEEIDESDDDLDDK
# The depositor's hits bear a star; nt = no result given.
SMILES,PG9 Ab binder,NR1D1 modulator,HTRA1 inh,SMARCA2 act,GC-A act,GC-B act,ARFGAP1 inhibitor,rCAG RNA binder,ABHD4 inh,ASAP1 GAP inh
C[C@@H]1C=C(C(=O)NCc2nc3ccccc3[nH]2)O[C@H](OCc2ccc(CO)cc2)C1,0.5,1,-2,1,1,-4,8,-4,-2,-12
O=C(OCc1ccc(F)cc1Cl)c1ccccn1,2.8,-5,2,-1,3,1,6,-3,0,2
CCOc1ccc(C(=O)CCC(=O)N(CC)CC(=O)NCc2cccs2)cc1,0.4,-1,-15,0,3,0,6,2,-2,-1
Nc1ccccc1-c1nc2ccncc2[nH]1,1.5,-2,-6,1,-3,1,-4,1,3,0
Cc1ccc(S(=O)(=O)N(C)c2ccccc2C(=O)N2CCCC2)cc1,-2.6,-3,5,1,0,1,-5,-7,4,-4
Cc1ccccc1NC(=O)Cn1cnc2c(oc3ccccc32)c1=O,0.7,-2,6,1,-2,-5,-11,-1,0,-20
Cc1ccc(C)c(NC(=O)c2ccc(S(=O)(=O)C(F)F)cc2)c1,-2.2,-1,-1,-1,7,0,15,-1,-4,0
COc1ccc([C@@H](C)NC(=O)c2ccc3oc(C(C)C)nc3c2)cc1,-0.8,6,-4,5,-1,1,0,-4,-6,2
COc1ccc(-n2cnc3cc(N)ccc32)cc1,-0.6,0,8,1,-3,-2,3,3,8,3
COc1cccc(NC(=O)CSc2nnc(CNC(=O)c3ccccc3F)o2)c1,0.0,1,9,-3,2,-2,-6,-2,-2,-2
COc1ccc(OC)c(S(=O)(=O)Nc2ccc(-c3ccc4nnc(C)n4n3)cc2)c1,1.8,-4,-5,-1,12,7,11,5,7,-7
Cc1cc(=O)[nH]c2c(C)c(N)ccc12,0.6,2,1,-1,2,2,3,4,7,-4
COc1cccc(/C=N/NC(=O)c2ccoc2C)c1O,-1.6,4,3,-4,-1,1,-19,0,0,0
O=C(O)c1cccc(NC2=C(N3CCOCC3)C(=O)c3ccccc3C2=O)c1,-3.8,-1,2,1,-3,-1,21,2,5,19
CCCc1c(C(=O)NNc2ccccc2OC)cnn1-c1ccccc1,-1.1,-1,9,0,4,-1,1,-3,3,-27
CCOc1ccc(CO[C@@H]2O[C@H](CO)[C@@H](O)[C@H](O)[C@H]2NC(C)=O)cc1OC,1.0,-10,-5,2,-1,4,-5,-4,5,6
C[C@@H]1CN([C@@H](C)CO)C(=O)c2cc(NS(C)(=O)=O)ccc2O[C@@H]1CN(C)Cc1ccc(C(F)(F)F)cc1,-0.2,-1,-3,-2,0,2,8,-1,3,2
c1ccc2c(c1)CC1(CCCC1)n1nnnc1-2,-1.5,0,-1,0,-1,-1,2,0,2,7
COC(=O)C1=C(C)NC(c2c(O)ccc3ccccc23)C(C(=O)OC)=C1C (centres undefined),0.2,12,-4,-4,-29,-13,-7,0,1,13
Cc1ccc(NC(=O)[C@H]2CC(=O)O[C@@H]2c2ccccc2)cc1C,nt,1,nt,-4,-1,8,nt,0,-1,nt
NC(=O)c1ccc(SCC(=O)OCC(=O)NCc2ccco2)c([N+](=O)[O-])c1,-0.4,-1,-2,0,0,0,12,7,8,-8
O=C(N/N=C1\CC(c2ccccc2)Oc2ccccc21)c1cccnc1 (centres undefined),0.3,2,-5,4,-5,-6,0,-3,5,-5
O=C(CCC(=O)Nc1ccccc1)N/N=C/c1ccco1,-2.3,0,2,4,0,6,6,0,-2,-2
CN(C)c1ccc(-c2ccnc3c2CC(C)(C(=O)Nc2cccc(N(C)C)c2)O3)cc1 (centres undefined),-1.6,2,nt,4,-1,-6,-4,5,8,0
CCOC(=O)c1[nH]c2cc3c(cc2c1CCCN1C(=O)c2ccccc2C1=O)OCCO3,-1.2,1,5,-4,1,11,11,3,-6,1
O=C1c2ccccc2C(c2nc3ccccc3[nH]2)N1c1ccccc1 (centres undefined),1.6,-2,nt,-1,2,2,6,4,-3,8
CC(C)N(C(=O)[C@H]1CC(CC(=O)NCCCN(C)C)C(=O)N2CCc3c([nH]c4ccccc34)[C@]12C)C(C)C (some centres undefined),-1.9,-6,-2,-3,2,-1,2,2,-2,7
CSCCC(NS(=O)(=O)c1ccc(Cl)cc1)C(=O)OCc1cccc(Cl)c1 (centres undefined),-1.6,0,-28,-5,-6,1,8,6,-20,-5
Cn1c(=O)[nH]c(=O)c2c1nc1n2CCS1,-1.2,0,-11,-4,2,-1,4,-3,-3,-8
COC(=O)c1ccc(NC2CC(=O)N(c3ccccc3C)C2=O)cc1 (centres undefined),0.7,4,6,-2,5,4,-12,-2,-12,-2
CCCCn1nnnc1C(c1cc2ccccc2o1)N1CCCCC1 (centres undefined),0.3,4,nt,0,-13,-15,-4,0,-4,-18
COc1ccc(Cn2ccnc2SCC(=O)Nc2ccccc2F)cc1,-0.5,0,5,-1,3,2,-4,-7,-5,5
O=C(c1ccc(-c2ccccc2)cc1)N1CCN(c2ccccn2)CC1,-0.9,-1,-6,2,0,-1,-1,-5,1,8
COc1ccc2c(=O)c(-c3ccccc3C)c(C)oc2c1,-1.0,2,-1,3,1,4,-6,-4,7,11
CN(Cc1ccccc1)C(=O)OCc1cn(Cc2ccccc2F)nn1,nt,-6,nt,-2,5,7,nt,-2,-2,nt
COc1ccc(NC(=O)NC2(C(=O)N3CCCCC3)CCCCC2)cc1,-0.4,-3,5,-1,2,1,7,3,3,-5
COC(=O)c1cc(S(=O)(=O)N2CCN(Cc3ccccc3)CC2)cn1C,0.4,2,0,-4,3,-3,0,5,8,-2
CN(CC(=O)Nc1ccccc1Cl)C(=O)C1CCN(C(=O)c2ccc(Cl)cc2)CC1,-0.4,1,-1,0,3,1,-9,-7,7,-5
Cn1c(CCCCCN)nc2ccccc21,-0.9,-1,-9,-4,-1,0,12,0,-2,1
CC(C)OCCCNC(=O)CN1C(=O)/C(=C/c2ccccc2F)Oc2ccccc21,-0.1,25*,8,2,5,-6,5,-1,-4,3
COc1cccc(NC2=NCCCCC2)c1,-2.0,-4,-1,4,-2,2,16,-2,9,0
CCOCCCNC(=O)c1c(C)c(C(=O)OCC)n(C)c1C,2.7,-2,8,-3,-1,3,-3,-3,3,3
Cc1n[nH]c(C)c1S(=O)(=O)N1CCCC(C(=O)Nc2ccc(Br)cc2)C1 (centres undefined),-0.1,0,-13,-4,4,-4,6,0,-10,-6
O=C(O)C1Cc2[nH]cnc2C(c2ccccc2O)N1 (centres undefined),-1.1,-3,7,-1,3,1,10,6,10,-9
CCCNC(=O)N1CCN(C(=O)NCCC)CC1,-1.6,-1,1,5,1,-2,7,1,4,8
O=Cc1cc(CCC(=O)O)ccc1O,-0.6,-6,-3,2,-1,5,-1,8,2,9
CCN(CC)CCn1c2c(c(SCC(=O)Nc3ccc(C(C)C)cc3)nc1=O)CCC2,0.0,9,-2,-3,3,-3,0,-9,0,-12
COc1cc([N+](=O)[O-])cc(/C=N/NC(=O)C(C)Nc2cccc(C)c2)c1O (centres undefined),0.8,3,12,-1,1,0,6,22,10,-9
Cc1ccc(-c2n[nH]c(=S)n2/N=C/C=C/c2ccccc2[N+](=O)[O-])cc1,0.4,-4,-3,-2,-3,3,11,40*,-7,11
CCNC(=O)C1(C)CCN(Cc2ccc(C(F)(F)F)cc2)C1 (centres undefined),-1.6,-4,nt,2,-1,3,11,-1,3,1
O=C(CN1C(=O)c2ccccc2S1(=O)=O)Nc1ccc(S(=O)(=O)N2CCCCCC2)cc1,0.1,-2,-9,-1,-1,0,-4,7,-8,2
CN(CCC#N)C(=O)COC(=O)C1c2ccccc2Oc2ccccc21,-1.5,-2,4,2,-2,2,-2,1,0,2
O=C1C(=O)N(CCCn2ccnc2)C(c2cccc(Br)c2)/C1=C(\O)c1ccc2c(c1)OCCO2 (centres undefined),27*,-4,0,1,7,2,-11,14,2,6
CCN(C(=O)CSc1nnc(-c2ccc(Cl)cc2)n1C)C1CCS(=O)(=O)C1 (centres undefined),0.1,-1,9,3,-2,1,-8,-5,1,-5
CC1CCN(c2ccc([N+](=O)[O-])cc2C(N)=O)CC1,0.6,-1,-1,-6,0,1,-3,-3,-1,-17
COc1ccc([C@H]2CC(=O)C=C(c3ccc(OC(F)(F)F)cc3)C2)cc1,-1.7,-2,-39,1,1,0,-14,-3,0,3
CC(=O)Nc1ccc(C(=O)NNC(=O)c2ccc(Cl)cc2)cc1,-1.5,1,3,-1,2,0,-6,2,-3,-7
COc1cccc(CN(C(=O)/C=C/c2ccc(Cl)cc2)C2CCS(=O)(=O)C2)c1 (centres undefined),0.1,8,-5,3,-34,-9,3,-3,-2,-4
Cc1ccc(CN(C(=O)c2ccco2)C(C(=O)NC2CCCC2)c2cccnc2)cc1 (centres undefined),0.8,-5,-1,-1,-8,-7,5,-1,2,11
O=C(c1cccc(S(=O)(=O)N2CCCC2)c1)N1CCN(c2ccccc2F)CC1,-0.1,-4,0,-5,4,3,1,-4,0,-3

# Three records drawn at random from the list so far, as already listed:
SMILES,PG9 Ab binder,NR1D1 modulator,HTRA1 inh,SMARCA2 act,GC-A act,GC-B act,ARFGAP1 inhibitor,rCAG RNA binder,ABHD4 inh,ASAP1 GAP inh
COc1ccc([C@H]2CC(=O)C=C(c3ccc(OC(F)(F)F)cc3)C2)cc1,-1.7,-2,-39,1,1,0,-14,-3,0,3
CCN(C(=O)CSc1nnc(-c2ccc(Cl)cc2)n1C)C1CCS(=O)(=O)C1 (centres undefined),0.1,-1,9,3,-2,1,-8,-5,1,-5
CCNC(=O)C1(C)CCN(Cc2ccc(C(F)(F)F)cc2)C1 (centres undefined),-1.6,-4,nt,2,-1,3,11,-1,3,1

# Remaining list, next part:
SMILES,PG9 Ab binder,NR1D1 modulator,HTRA1 inh,SMARCA2 act,GC-A act,GC-B act,ARFGAP1 inhibitor,rCAG RNA binder,ABHD4 inh,ASAP1 GAP inh
CCOc1ccc(C2CC(c3cccc(OC)c3)Nc3nc(N)nn32)cc1 (centres undefined),-0.7,0,-3,-1,-2,0,6,4,-4,2
O=C(N/C(=C/c1ccco1)C(=O)N1CCCC1)c1cccs1,-2.5,-7,8,-8,1,2,-1,6,0,7
CC1CCN(S(=O)(=O)c2ccc(NC(=O)[C@@H]3CCCN3C(=O)c3cccs3)cc2)CC1,-1.2,2,-24,-4,2,2,-2,7,-5,4
CCN(CC(=O)NCc1cccs1)C(=O)c1ccc([N+](=O)[O-])o1,0.8,-4,11,-1,0,-2,8,5,3,-9
CC(=O)Nc1cc(-c2ccc(N3CCN(C)CC3)cc2)cn2c(-c3cccc(C(=O)N(C)C)c3)cnc12,-3.0,0,nt,5,0,3,13,4,5,41*
COc1cccc(/C=N\NC(=O)C2C(=O)NCC2c2ccccc2)c1O (centres undefined),-3.1,3,4,0,-2,-3,-1,0,4,10
CCCCNC(=O)Cc1ccc(C)cc1,-2.7,-4,4,0,2,2,2,2,-2,3
CN(C)S(=O)(=O)c1ccc(SCC(=O)Nc2ccc3c(c2)OCCO3)nc1,-1.4,-3,-1,4,1,-5,13,0,-7,2
COc1cc2c(cc1OC)C(O)C(O)(CO)C(C(=O)O)C2c1cc(OC)c(OC)c(OC)c1 (centres undefined),0.0,-1,0,1,4,4,0,-1,2,10
O=C(CNC(=O)N1CC(=O)Nc2ccccc21)Nc1ccccc1F,0.3,2,-3,3,0,7,-3,0,2,-4
